Screening results: PubChem BioAssay, several laboratories
PTPN22 inh 2: PTPN22 phosphatase inhibitors, primary screen, biochemical, DiFMUP fluorescence, 2 µM; AID 640, 2007; 96,000 tested, 0.21% active; inhibition, % at 2 µM; recombinant LYP catalytic domain;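 active = inhibition at 2 µM at or above a set limit, the screen mean plus 3 SD, cut at about 24% in these data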;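 also: 0% = DMSO with enzyme and 100% = enzyme fully blocked by orthovanadate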
IL1B cytotox: cytotoxicity in IL-1B stimulated HUVEC, primary screen, cytotoxicity control for IL-1B NFkB translocation project, imaging, Hoechst nuclear count, IL-1B stimulus; HUVEC cell count loss; cell count reduction, % at 2 µM; 94,000 tested, 0.41% active; AID 845, 2007;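 active = cell count reduction more than 3 SD above the screen-wide mean, cut at about 70% in these data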;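 also: normalized per plate to untreated control cells as the no-loss baseline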
hDAT+cocaine: changed hDAT dopamine uptake under cocaine IC80, either direction, primary screen, cocaine antagonist project, cell-based, LLC-PK1 hDAT, [14C]-dopamine uptake, MLSMR; B-score at 10 µM; AID 449768, 2010; LLC-PK1 hDAT cells, [14C]-dopamine uptake with cocaine IC80; actives deviate in either direction; 110,000 tested, 1.3% active; Sodium-dependent dopamine transporter (Homo sapiens), Q01959;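 active = Z score or B-score, a plate-position-corrected score, falls beyond the plate's 99.7% confidence bounds, in either direction; inactive = both scores lie inside the 99.7% bounds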;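 also: scored against the spread of the other compound wells on the same plate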
Target sequence (Q01959 whole entry, looked up): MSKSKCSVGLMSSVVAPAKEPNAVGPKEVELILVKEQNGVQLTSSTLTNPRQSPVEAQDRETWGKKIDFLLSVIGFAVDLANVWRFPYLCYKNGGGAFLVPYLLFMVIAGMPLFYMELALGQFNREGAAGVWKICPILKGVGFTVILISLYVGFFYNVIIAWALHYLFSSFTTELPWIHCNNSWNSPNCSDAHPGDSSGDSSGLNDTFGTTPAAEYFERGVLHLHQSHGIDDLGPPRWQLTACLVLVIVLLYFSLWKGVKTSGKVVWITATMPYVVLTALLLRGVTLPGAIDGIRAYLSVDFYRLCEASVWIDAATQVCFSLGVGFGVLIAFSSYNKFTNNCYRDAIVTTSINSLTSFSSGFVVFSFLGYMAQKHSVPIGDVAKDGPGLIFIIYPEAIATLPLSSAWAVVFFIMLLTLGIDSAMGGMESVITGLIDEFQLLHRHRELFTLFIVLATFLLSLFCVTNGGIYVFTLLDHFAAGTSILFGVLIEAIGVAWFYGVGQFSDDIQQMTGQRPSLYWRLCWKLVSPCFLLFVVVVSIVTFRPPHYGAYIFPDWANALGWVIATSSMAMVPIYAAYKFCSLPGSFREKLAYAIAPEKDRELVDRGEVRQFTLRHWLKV
VCAM1 TNFa inh: inhibitors of TNFa-induced VCAM1 expression, primary screen, imaging, HUVEC, TNFa stimulus, immunofluorescence; HUVEC TNFa-induced VCAM-1 immunofluorescence, high-content imaging; inhibition, % at 2 µM; 95,000 tested, 0.48% active;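 active = inhibition above the batch mean plus 3 SD, with images confirmed as a hit by eye, cut at about 37% in these data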;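 also: 0% = TNF-stimulated DMSO wells and 100% = unstimulated control wells; not every result past the cut was called active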
F-actin modifier: modifiers of F-actin cytoskeleton organization, primary screen, imaging, HUVEC, phalloidin staining, high-content imaging; HUVEC TNFa F-actin phalloidin imaging; inhibition, % at 2 µM; 91,000 tested, 0.18% active;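 active = inhibition above the batch mean plus 3 SD and confirmed as a hit by visual image inspection, cut at about 30% in these data, passing the limit was not always enough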; also: strong numbers were not always called active
Smad3 inh: Smad3/FoxH1 peptide binding inhibitors, primary screen, biochemical, TR-FRET; inhibition, % at 25 µM; TR-FRET Smad3/Dy647-FoxH1 peptide binding, europium anti-His; 88,000 tested, 0.29% active; Mothers against decapentaplegic homolog 3 (Homo sapiens), P84022; AID 630, 2007;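 active = compounds that reduce the energy-transfer binding signal between the protein and its labelled peptide by more than half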;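 also: 0% = Smad3 plus labelled peptide maximal FRET and 100% = peptide-only background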
Target sequence (P84022 whole entry, looked up): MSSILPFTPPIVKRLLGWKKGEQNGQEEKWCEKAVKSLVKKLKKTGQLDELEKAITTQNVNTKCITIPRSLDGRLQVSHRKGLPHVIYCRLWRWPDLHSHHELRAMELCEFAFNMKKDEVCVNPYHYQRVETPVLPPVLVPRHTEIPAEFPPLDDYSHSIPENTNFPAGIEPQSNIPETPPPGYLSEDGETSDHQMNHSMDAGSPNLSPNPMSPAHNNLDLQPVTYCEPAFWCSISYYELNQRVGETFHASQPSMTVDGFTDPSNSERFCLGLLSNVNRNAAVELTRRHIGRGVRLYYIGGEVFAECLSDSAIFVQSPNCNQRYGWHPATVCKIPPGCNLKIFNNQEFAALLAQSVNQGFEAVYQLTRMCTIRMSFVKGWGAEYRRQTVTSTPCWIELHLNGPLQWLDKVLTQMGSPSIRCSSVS
MT1-MMP txn act: MT1-MMP promoter reporter activation – cell-based, luciferase luminescence, primary screen. HT1080 MT1-MMP promoter luciferase reporter, overnight; stronger effect = higher value. activation factor at 10 µM. 86,000 tested, 0.16% active;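 active = activation factor of at least 2 for MT1-MMP transcription at 10 µM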
TNFa cytotox: cytotoxicity in TNFa-stimulated HUVEC, primary screen, cytotoxicity control for VCAM1 expression modulator project, imaging, Hoechst nuclei count | HUVEC TNFalpha-stimulated, Hoechst cell count | 93,000 tested, 0.17% active | cell count reduction, % at 2 µM;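 active = cell count reduction exceeding the screen mean by over 5 SD, scaled to untreated wells per plate, cut at about 78% in these data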;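 also: cells counted after 24 h of TNF alpha exposure following the 1 h pretreatment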
Candida biofilm: clotrimazole potentiators killing Candida biofilms, primary screen, with clotrimazole, Alamar Blue; inhibition, % at 6 µM; C. albicans biofilm + clotrimazole; 85,000 tested, 0.14% active; AID 834, 2007;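 active = inhibition above 20%; inactive = inhibition below 20%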;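 also: preformed 24 hr biofilms exposed to compound for 48 hr; 0% = biofilm without compound and 100% = blank killed by clotrimazole plus chlorhexidine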
The depositor's hits bear a star; . = not tested or not shown; [ ] = dose if it differs, or a comment. An excerpt; count on the stated rates, not on these rows.

SMILES	PTPN22 inh 2	IL1B cytotox	hDAT+cocaine	VCAM1 TNFa inh	F-actin modifier	Smad3 inh	MT1-MMP txn act	TNFa cytotox	Candida biofilm
CCc1ccc2oc(C(=O)NCc3ccncc3)c(C)c2c1	4	-30	0.042	19	2	16	1.4	.	5
COC(=O)Cc1n[nH]c(=S)[nH]c1=O	-7	-16	-0.48	-11	2	-6	1.1	-15	8
O=c1c2[nH]c3ccccc3c2ncn1Cc1cccnc1	0	1	-0.44	8	-2	-19	1.3	-10	1
Cc1cc(N2CCOCC2)nc2cc(O)ccc12	.	.	0.56	.	.	-8	1.5	.	-8
CN1C(=O)SC(Nc2ccccc2)C1=O (stereo unspecified)	-2	4	-0.62	4	14	9	1.1	-12	7
COC(=O)CNc1nc(C2CC2)nc2c1nnn2Cc1ccccc1Cl	-3	27	-0.022	6	-34	11	1.1	23	-1
O=C(CCc1ccc(S(=O)(=O)NCCc2ccccc2)cc1)N1CCN(Cc2ccc3c(c2)OCO3)CC1	10	7	0.044	-9	-14	0	1	-1	1
CC(=O)N1CCN=C1SCc1ccc(Cl)cc1	.	.	-0.48	.	.	-1	1.1	.	-3
CCn1c(SCC(=O)N2CCC(C(N)=O)(N3CCCCC3)CC2)nc2ccccc2c1=O	8	60	.	14	0	11	1.2	-26	6
Cc1cc(-c2nc3ccccc3o2)c2ccccc2n1	-5	-22	0.87	20	10	11	1	-41	5
Cc1ccc(NC(=O)C2CC(=O)NC(N3CCc4ccccc43)=N2)cc1 (stereo unspecified)	9	-8	0.084	10	-3	0	1.2	30	2
O=C(/C=C/c1ccccc1)N1CCC(Cc2ccccc2)CC1	19	20	.	-25	-8	.	.	.	.
Cc1ccc(NC(=O)NNC(=O)Cn2nc(-c3ccccc3)c(-c3ccccc3)c(C#N)c2=O)cc1	7	.	1.8	9	25	.	.	-8	.
CCOC(=O)C1CCCN(S(=O)(=O)c2ccc(Br)s2)C1 (stereo unspecified)	-6	-23	0.65	0	-14	-3	1.1	2	2
Cc1c(C(=O)NCc2ccc3c(c2)OCO3)oc2ccccc12	-10	-19	-0.19	28	0	2	1.2	-14	3

Some of the entries so far, with values under each structure:
Values run as follows: PTPN22 inh 2, IL1B cytotox, hDAT+cocaine, VCAM1 TNFa inh, F-actin modifier, Smad3 inh, MT1-MMP txn act, TNFa cytotox, Candida biofilm
- CCc1ccc2oc(C(=O)NCc3ccncc3)c(C)c2c1
 : 4, -30, 0.042, 19, 2, 16, 1.4, ., 5
- COC(=O)Cc1n[nH]c(=S)[nH]c1=O
 : -7, -16, -0.48, -11, 2, -6, 1.1, -15, 8
- O=c1c2[nH]c3ccccc3c2ncn1Cc1cccnc1
 : 0, 1, -0.44, 8, -2, -19, 1.3, -10, 1
- Cc1cc(N2CCOCC2)nc2cc(O)ccc12
 : ., ., 0.56, ., ., -8, 1.5, ., -8
- CN1C(=O)SC(Nc2ccccc2)C1=O (stereo unspecified)
 : -2, 4, -0.62, 4, 14, 9, 1.1, -12, 7
- COC(=O)CNc1nc(C2CC2)nc2c1nnn2Cc1ccccc1Cl
 : -3, 27, -0.022, 6, -34, 11, 1.1, 23, -1
- O=C(CCc1ccc(S(=O)(=O)NCCc2ccccc2)cc1)N1CCN(Cc2ccc3c(c2)OCO3)CC1
 : 10, 7, 0.044, -9, -14, 0, 1, -1, 1
- CC(=O)N1CCN=C1SCc1ccc(Cl)cc1
 : ., ., -0.48, ., ., -1, 1.1, ., -3
- CCn1c(SCC(=O)N2CCC(C(N)=O)(N3CCCCC3)CC2)nc2ccccc2c1=O
 : 8, 60, ., 14, 0, 11, 1.2, -26, 6
- Cc1cc(-c2nc3ccccc3o2)c2ccccc2n1
 : -5, -22, 0.87, 20, 10, 11, 1, -41, 5
- Cc1ccc(NC(=O)C2CC(=O)NC(N3CCc4ccccc43)=N2)cc1 (stereo unspecified)
 : 9, -8, 0.084, 10, -3, 0, 1.2, 30, 2
- O=C(/C=C/c1ccccc1)N1CCC(Cc2ccccc2)CC1
 : 19, 20, ., -25, -8, ., ., ., .
- Cc1ccc(NC(=O)NNC(=O)Cn2nc(-c3ccccc3)c(-c3ccccc3)c(C#N)c2=O)cc1
 : 7, ., 1.8, 9, 25, ., ., -8, .
- CCOC(=O)C1CCCN(S(=O)(=O)c2ccc(Br)s2)C1 (stereo unspecified)
 : -6, -23, 0.65, 0, -14, -3, 1.1, 2, 2

(more compounds)
SMILES	PTPN22 inh 2	IL1B cytotox	hDAT+cocaine	VCAM1 TNFa inh	F-actin modifier	Smad3 inh	MT1-MMP txn act	TNFa cytotox	Candida biofilm
CCOc1ccccc1N1CCN(S(=O)(=O)c2ccc3c4c(cccc24)C(=O)N3)CC1	8	-12	0.29	0	24	3	1.3	-22	10
Cc1sc2ncnc(SCC(=O)N3CCC(c4noc5ccc(F)cc45)CC3)c2c1C	2	-10	.	-11	-6	-1	1.2	16	6
O=C1CCN(S(=O)(=O)c2ccc(Cl)cc2)N1	-9	20	0.14	4	-9	.	.	10	.
Cc1cccc(/C=N/n2c(C)nnc2C)c1	6	-21	-0.29	-1	23	5	1.1	-21	7
C=CCSc1nnc(-c2ccccc2N=Cc2c(C)[nH]n(-c3ccccc3)c2=O)c(=O)[nH]1	2	-14	-0.55	-7	-5	.	.	18	.
CCN(CC)c1nc(OCCNC(=O)Nc2ccccc2)nc(N(CC)CC)n1	11	-9	1.6	10	21	0	1	-33	-3
CCC(=O)NCCc1nc2cc(NC(=O)c3ccc(OC)cc3)ccc2n1C	2	3	-0.26	5	-19	-1	1.4	-3	8
Cc1ccc(Cn2ccc(NC(=O)c3nn(C)cc3Cl)n2)cc1	8	-62	0.55	10	18	.	.	-11	.
O=C(CSc1nnc(Cc2cccs2)n1CCc1ccccc1)N1CCCc2ccccc21	-5	6	1.6	18	14	-2	1.2	-43	7
CCn1c(SCC(=O)N2CCCCC2)nc(O)cc1=O	2	0	0.93	2	20	8	1.8	-15	3
Cn1c(=O)n(Cc2ccccc2)c(=O)c2c1nc1n2CCCN1CCc1ccccc1	-5	-12	2.3	-15	-20	14	1.1	6	4
CC(C)COc1ccc(-c2nnc(-c3ccncc3)o2)cc1	-4	-4	-1.4	8	-52	2	1.8	-10	0
COc1cc(NC(=O)CSc2nc3ccccc3cc2Cc2ccccc2)cc(OC)c1	10	-55	1	0	-10	.	.	0	.
Cc1cc(C)c(C)c(S(=O)(=O)NCC(=O)Nc2sc3c(c2C(N)=O)CCCC3)c1C	3	15	0.12	16	0	.	.	-27	.
O=C(CSCCc1ccccn1)Nc1cccnc1	4	-3	-1	5	-1	5	1.4	-13	6
c1ccc2c(c1)CCN(Cc1nnnn1Cc1ccc3c(c1)OCO3)C2	8	2	1.5	0	-12	-15	1.3	-5	1
CC(=O)c1cccc(NC(=O)C2CC(=O)N(c3cccc(C)c3C)C2)c1 (stereo unspecified)	-5	-4	-0.51	3	-13	.	.	-10	.
COc1ccc(C2NCCC3(O)CCCCC23)c(OC)c1OC (stereo unspecified)	7	-12	-0.9	13	1	14[fluorescence artefact?]	1.1	-15	10
COc1cccc(NC=C2C(=O)OC3(CCCCC3)OC2=O)c1	.	.	-0.17	.	.	12	1.1	.	7
COc1ccc(OC)c(NC(=O)NC2(C(F)(F)F)Oc3ccccc3O2)c1	-6	-4	-0.02	1	-23	5	1.1	-20	8
FC(F)(F)c1cnc(-n2cc[nH]c2=S)c(Cl)c1	-6	.	-0.15	4	0	-10	1.2	-2	2
c1ccc(CN2CCN(c3nc(-c4ccccc4)nc4ccccc34)CC2)cc1	6	-14	-0.099	14	11	3	1.1	-1	3
CC(C)CCN(C)c1ccc(/C=N/n2cnnc2)cc1	15	-158	0.85	12	23	10	1	-43	1
COCC(=O)Nc1nc2n(n1)C(c1ccc(Cl)cc1)CC(c1ccc(OC)cc1)N2 (stereo unspecified)	-9	1	-0.034	-12	-11	-13	1	10	-4
COC(=O)C(NC(=O)CCc1c(C)nc2ncnn2c1C)C(C)C (stereo unspecified)	7	-9	0.034	-18	11	4	1.2	17	1
COc1cc2c(cc1NC(=S)Nc1cccc3ccccc13)oc1ccccc12	1	20	0.54	-7	-7	.	.	4	.
O=C(NNC(=O)c1ccccc1-n1cccc1)c1ccccc1	-2	1	-1	4	.	.	.	-1	.
COC(=O)c1ccccc1Nc1ccccc1	-15	-2	1.1	7	0	6	1.1	-3	8
O=C(CCSc1ccccc1)Nc1ncccn1	2	6	0.57	.	.	8	1.1	.	1
O=C(CN1CCN(c2ccccn2)CC1)NCc1cccs1	.	.	0.048	.	.	0	1	.	7
Cc1nn(C)c(C)c1S(=O)(=O)N1CCCC(C(=O)NC2CCCCC2)C1 (stereo unspecified)	6	-5	0.66	-4	20	4	1.2	20	-2
COc1ccccc1N1CCN(C(c2ccccc2Cl)c2nnnn2C(C)(C)C)CC1 (stereo unspecified)	1	18	0.31	-1	32	.	1.1	-2	.
CCN(CC)c1ccc(CN2CCCCCC2)cc1	10	8	0.0079	-1	25	.	.	1	.
CSc1nc(N(C)NC(=O)c2cccc(C)c2)c2ccccc2n1	9	65	-1.5	83*	-63	.	.	69	.
Cc1ccccc1-c1nc(CN2CCC(C(=O)NCC3CCCO3)CC2)c(C)o1 (stereo unspecified)	3	-5	0.02	20	-19	-15	1.1	10	-2
CC(C)c1ccc(NC(=O)C2C3C=CC4(CN(CCCN5CCOCC5)C(=O)C24)O3)cc1 (stereo unspecified)	-2	-35	1.2	5	-9	9	.	-19	5
COc1cc(CNn2c(C)n[nH]c2=S)cc(Cl)c1OCc1ccc(F)cc1	4	1	-0.96	19	-8	.	.	-19	.
COC(=O)CC1COc2ccccc2N1C(=O)c1ccc(OC)cc1 (stereo unspecified)	-1	-38	-0.78	-1	15	.	.	6	.
COc1ccc(OC)c(Nc2nc(-c3cccc([N+](=O)[O-])c3)nc3ccccc23)c1	10	-6	-0.052	10	3	.	.	-27	.
O=C(c1cnc2n(c1=O)CCS2)N1CCN(c2ccc(Cl)c(Cl)c2)CC1	-4	-62	0.63	10	-78	1	1.2	-10	4
COCCNS(=O)(=O)c1cc(F)ccc1OC	0	-14	-0.14	-7	16	1	1.3	-20	-4
CCOC(=O)N1CCN(C(=O)C2CCC(CNS(=O)(=O)c3ccc(Cl)cc3)CC2)CC1 (stereo unspecified)	0	-91	0.94	19	.	-1	1	-25	4
CCOC(=O)CSc1nc2c(c(=O)[nH]c(=O)n2C)n1C/C=C(/C)Cl	-4	21	-0.63	-7	14	-9	1.1	-7	5
CC1CCN(S(=O)(=O)c2ccc(NC(=O)CSc3nnnn3C)cc2)CC1	-1	-7	0.14	6	-4	.	1	0	.
COC(=O)c1ccc(/C=N/NC(=O)c2cccc(F)c2)cc1	8	-1	0.029	-4	0	.	.	-25	.
CC(C)Cn1c(CCCNC(=O)c2ccc(F)cc2)nc2ccccc21	-4	-47	1.8	16	-8	0	.	0	5

Quoted at random: 2 records from the list
SMILES	PTPN22 inh 2	IL1B cytotox	hDAT+cocaine	VCAM1 TNFa inh	F-actin modifier	Smad3 inh	MT1-MMP txn act	TNFa cytotox	Candida biofilm
COC(=O)CC1COc2ccccc2N1C(=O)c1ccc(OC)cc1 (stereo unspecified)	-1	-38	-0.78	-1	15	.	.	6	.
CC(C)c1ccc(NC(=O)C2C3C=CC4(CN(CCCN5CCOCC5)C(=O)C24)O3)cc1 (stereo unspecified)	-2	-35	1.2	5	-9	9	.	-19	5
